# High-throughput results as filed in PubChem BioAssay.
# STEP block: blocks human striatal-enriched tyrosine phosphatase; P54829; recombinant STEP, OMFP fluorogenic substrate, fluorescence; inhibition, % at 20 µM; 0.25% of 360,000 active; AID 588621;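 active = inhibition at 20 µM, scaled per plate between control wells, above about 37%, limit read from the data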;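 also: 0% = DMSO with enzyme and substrate and 100% = substrate only without enzyme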
#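 Also added – OMFP at 25 µM · Test system – STEP tyrosine phosphatase · Technique – FITC-channel fluorescence of OMFP product · Schedule – 20 min at room temperature, dark · Evaluation – control-normalized % inhibition with plate pattern correction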
# Scp1 inh: blocks human Scp-1 phosphatase activity; Recombinant Scp1, phosphopeptide, malachite green phosphate absorbance; inhibition, % at 20 µM; 0.88% of 340,000 active; AID 493091;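 active = inhibition above about 50% at 20 µM, limit read from the data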;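 also: plate controls were DMSO wells with enzyme for no effect and wells lacking enzyme for full effect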
# Target sequence (Q9GZU7 76-261 limits assumed): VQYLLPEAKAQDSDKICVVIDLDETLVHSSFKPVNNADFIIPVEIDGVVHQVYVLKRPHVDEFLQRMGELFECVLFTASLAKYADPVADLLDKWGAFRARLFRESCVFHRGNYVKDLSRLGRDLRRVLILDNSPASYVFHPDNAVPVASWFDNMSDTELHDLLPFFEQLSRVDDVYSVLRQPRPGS
#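 Test system: SCP-1 phosphatase catalytic domain, residues 76-261 | Compound dosing: One concentration, 20 µM, with 1.0% DMSO | Schedule: 45 min room-temperature reaction, 5 min colour, 30 min stabiliser | Detection: Absorbance at 630 nm | Read-out basis: % inhibition of SCP-1 phosphate liberation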
# CSN deneddyl inh: inhibitors of human CSN-mediated cullin deneddylation | Purified CSN, SCF-Nedd8-OG deneddylation, fluorescence polarization | inhibition, % at 12.5 µM | 0.38% of 360,000 active | AID 651999;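 active = pattern-corrected inhibition above about 35%, with an unprinted fluorescence ratio check between 0.5 and 1.5, limit read from the data, passing the limit was not always enough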;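 also: 0% = enzyme with substrate and 100% = substrate without enzyme; some results filed as inactive read as strong as hits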
# Target sequence (Q92905 whole entry, looked up, one chain of several): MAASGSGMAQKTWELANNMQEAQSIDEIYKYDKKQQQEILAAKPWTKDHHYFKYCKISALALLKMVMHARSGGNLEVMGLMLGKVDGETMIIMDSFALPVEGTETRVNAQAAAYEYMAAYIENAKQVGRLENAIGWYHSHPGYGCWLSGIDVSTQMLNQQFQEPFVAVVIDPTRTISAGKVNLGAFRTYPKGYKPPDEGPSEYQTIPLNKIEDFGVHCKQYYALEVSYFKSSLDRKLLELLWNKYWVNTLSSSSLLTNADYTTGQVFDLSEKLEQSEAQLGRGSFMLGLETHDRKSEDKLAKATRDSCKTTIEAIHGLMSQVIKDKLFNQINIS
#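 test system = HEK293T-derived human Csn5 enzyme | amount = 0.24 nM Csn5 enzyme, final concentration | medium = Tris/NaCl/DTT buffer, pH 7.5 | schedule = 90 min reaction at room temperature | signal = FP | evaluation = inhibition of Csn5 cleavage, % | compound dosing = single dose of 12.5 µM compound with 0.25% DMSO | probe or stimulus = 10 nM SCFSkp2-Nedd8OG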
# NadD inh: NadD (S. aureus) enzyme inhibition; 0.78% of 360,000 active; purified NadD enzyme, colorimetric absorbance read-out; inhibition, % at 20 µM; in the data active = inhibition above about 26%; also: some compounds past the cut are filed as inactive
# LMPTP inh: blocks human LMPTP phosphatase; 0.22% of 360,000 active; P24666; recombinant LMPTP-A, OMFP fluorogenic substrate, fluorescence intensity; AID 651560; inhibition, % at 20 µM;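 active = compounds that cut the enzyme signal by at least half of the control window in the single-dose screen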;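 also: plate controls were DMSO wells with enzyme plus substrate for no effect and substrate without enzyme for full effect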
# Target sequence (P24666 whole entry, looked up): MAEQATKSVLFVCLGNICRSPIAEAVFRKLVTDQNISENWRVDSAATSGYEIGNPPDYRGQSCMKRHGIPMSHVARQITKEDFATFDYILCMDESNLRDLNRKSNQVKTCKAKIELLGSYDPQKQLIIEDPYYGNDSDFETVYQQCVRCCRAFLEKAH
#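 Test system: LMPTP-A phosphatase enzyme. Amount: LMPTP-A at 0.625 nM final in the reaction. Reagent: OMFP substrate, 400 µM final. Times: 50 min at room temperature. Signal: endpoint fluorescence intensity from OMFP dephosphorylation. Read-out basis: % inhibition. Benchmarks: no-enzyme and uninhibited controls.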
# DNMT1 inh: blocks human DNA methyltransferase DNMT1; P26358; DNMT1 molecular beacon, Hinp1I cleavage, fluorescence; inhibition (reported as % activation of signal), % at 10 µM; 0.83% of 360,000 active; in the data active = inhibition above about 50%
# Neddylation inh: cullin neddylation inhibition; TR-FRET cullin neddylation, biochemical; calls only at 25 µM; 0.58% of 360,000 active; in the data active = inhibition above about 36%
# Rin1 Abl inh: human Rin1-Abl interaction inhibition; P00519+Q13671; TR-FRET Rin1/Abl binding, biochemical; inhibition, % at 7.35 µM; 0.4% of 360,000 active; AID 588664; in the data active = inhibition above about 5%, passing the limit was not always enough
# Rpn11 block: blocks the human proteasome subunit Rpn11; human 26S proteasome, Ub4-pepOG fluorescence polarization; 20S core pre-blocked with epoxomicin; calls only at 20 µM; 0.59% of 360,000 active; AID 588493;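 active = inhibition at 20 µM, scaled to each plate's controls, above about 33%, limit read from the data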
# Target sequence (O00487 whole entry, looked up): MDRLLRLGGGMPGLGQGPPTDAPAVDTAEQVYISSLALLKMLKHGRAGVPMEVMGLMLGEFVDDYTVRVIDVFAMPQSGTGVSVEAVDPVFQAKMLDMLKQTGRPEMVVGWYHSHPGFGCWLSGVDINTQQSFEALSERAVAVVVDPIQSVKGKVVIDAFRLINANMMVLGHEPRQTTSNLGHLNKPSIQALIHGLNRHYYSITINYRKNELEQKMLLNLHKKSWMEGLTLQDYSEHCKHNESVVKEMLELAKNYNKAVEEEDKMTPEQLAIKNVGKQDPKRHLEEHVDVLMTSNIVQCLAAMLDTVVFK
# SUMO1 PPI mod: alters human SUMO1 binding to SIM partners; SUMO1 binding to a labelled peptide, TR-FRET, 1 h; inhibition, % at 20 µM; 0.33% of 360,000 active; AID 602429; in the data active = inhibition above about 37%
# Starred values were filed as active, the others as inactive; i = inactive; · = no result given.
# Each structure is followed by: STEP block	Scp1 inh	CSN deneddyl inh	NadD inh	LMPTP inh	DNMT1 inh	Neddylation inh	Rin1 Abl inh	Rpn11 block	SUMO1 PPI mod
Cc1ccc(S(=O)(=O)/N=C(\CN2CCOCC2)N2CCCC2)cc1
    -1	-2	-2	5	-0.4	6	i	3	i	3
CCN(C(=O)c1cc2cc(OC)ccc2oc1=O)c1cccc(C)c1
    -3	0	-1	-2	-1.7	1	i	-3	i	-7
COc1cccc(C(C)(O)c2nc(-c3ccccc3C)cs2)c1 (stereo not drawn)
    -6	·	0	-1	1.1	6	i	3	i	-4
CCOC(=O)c1c(-c2ccccc2)oc2ccc(OCC(=O)NNC(=O)CCCC(=O)O)cc12
    1	-17	0	4	-1.1	3	·	-1	i	-18
O=C1C2C3C=CC(c4ccccc4)(C2C(=O)N1c1cccc(Cl)c1)C1C(=O)N(c2cccc(Cl)c2)C(=O)C31 (stereo not drawn)
    -6	-10	-3	8	1.7	5	i	2	i	1
CCc1nc2ccc(C)cc2c(C(=O)Oc2cccc3cccnc23)c1C
    -1	-11	-1	-1	2.7	-7	i	-3	i	0
CCn1ncc(C2=NOC(C(=O)Nc3cccc(C(C)=O)c3)C2)c1C (stereo not drawn)
    0	-1	1	-2	-0.1	-1	i	1	i	-3
CN(CC(=O)Nc1cccc(F)c1)C(=O)c1cccnc1Sc1ccccc1Cl
    -1	30	0	-3	-0.3	-1	i	-3	i	1
Cc1ccc(S(=O)(=O)NC(C)C(=O)Nc2cccc([N+](=O)[O-])c2)cc1 (stereo not drawn)
    -3	-6	-6	-7	1.6	2	i	0	i	-12
CCc1nn(CC(=O)NCCCN(C)Cc2ccccc2)c(=O)c2cc3sc(C)cc3n12
    1	-4	-3	4	-1.6	-1	i	0	i	-14
O=C(Nc1ccncc1)c1ccccc1[N+](=O)[O-]
    -3	1	-5	3	0.5	0	i	2	i	-12
O=C(CSc1nc(C2CC2)nc2ccccc12)Nc1cccc(O)c1
    -3	-1	3	5	11	0	i	-1	i	46*
N#Cc1ccccc1Sc1ccccc1C(=O)OCC(=O)NC1CCS(=O)(=O)C1 (stereo not drawn)
    -3	-2	-8	-4	-0.4	-7	i	0	i	-1
CN1C[C@H]2CON(C)[C@H]2C[C@H]1c1cccc(-c2ccccc2)c1
    -3	0	-3	3	-1.8	4	i	4	i	6
CC1(C)CC(=O)c2c(O)cc(OCc3ccc(Br)cc3)cc2O1
    3	-8	0	-3	3.5	-8	i	-1	i	-2
CN(CCOc1ccc(-c2ccn(S(=O)(=O)c3ccc(Cl)cc3)n2)cc1)c1ccccn1
    2	5	6	-1	6.6	-5	i	2	i	4
CN1C(=O)CC(N2CCN(c3ccccc3)CC2)C1=O (stereo not drawn)
    -21	-11	8	1	-1.9	-4	i	2	i	-3
CN1CCN(C(=S)Nc2ccc(S(N)(=O)=O)cc2)CC1
    81*	-2	3	-3	-2.7	-4	i	0	i	4
CC(C)CN1C(=S)SC(C)(C)C1n1oc(=O)n(-c2ccc(Cl)cc2)c1=O (stereo not drawn)
    -2	-7	2	-6	1.2	2	i	1	i	-1
O=C(NC(=S)Nc1cccc([N+](=O)[O-])c1)c1ccco1
    0	-5	0	-5	-1.1	-2	i	2	i	-4

# Record cards, from the list above. Screens in order: STEP block, Scp1 inh, CSN deneddyl inh, NadD inh, LMPTP inh, DNMT1 inh, Neddylation inh, Rin1 Abl inh, Rpn11 block, SUMO1 PPI mod
# Shown for CCc1nc2ccc(C)cc2c(C(=O)Oc2cccc3cccnc23)c1C : -1, -11, -1, -1, 2.7, -7, i, -3, i, 0
# Shown for CN1CCN(C(=S)Nc2ccc(S(N)(=O)=O)cc2)CC1 : 81*, -2, 3, -3, -2.7, -4, i, 0, i, 4
# Shown for CC1(C)CC(=O)c2c(O)cc(OCc3ccc(Br)cc3)cc2O1 : 3, -8, 0, -3, 3.5, -8, i, -1, i, -2

# Carrying on:
# Each structure is followed by: STEP block	Scp1 inh	CSN deneddyl inh	NadD inh	LMPTP inh	DNMT1 inh	Neddylation inh	Rin1 Abl inh	Rpn11 block	SUMO1 PPI mod
Cc1ccc2c(c1)sc1nc(=O)n(-c3ccccc3)c(=O)n12
    -4	-6	-2	-9	-0.9	1	i	0	i	3
O=C(CCCCn1c(=O)c2ccccc2n(CC(=O)NC2CCCC2)c1=O)NC1CCCC1
    1	-12	-3	-2	-1.2	-3	i	-3	i	1
Cc1ccc(NC(=O)CN(C)S(=O)(=O)c2cccs2)c(Br)c1
    -2	-3	1	2	-0.6	0	i	4	i	1
CCN(CC(=O)Nc1sc2c(c1C#N)CCCC2)Cc1nc2ccccc2c(=O)[nH]1
    -3	-10	2	-4	-0.6	0	i	-2	i	-5
Cc1ccc(S(=O)(=O)c2c[nH]c3ccc(C)cc3c2=O)cc1
    0	0	6	-3	-1.6	2	i	4	i	-4
COc1ccc(CC(=O)NCc2nnc(SCC(=O)Nc3nccs3)n2C)cc1
    0	-3	-3	6	-0.6	-5	i	-2	i	-2
O=[N+]([O-])c1cc(C(F)(F)F)ccc1-n1nnc2ccccc21
    -1	-14	-4	-4	0.2	3	i	0	i	-22
COc1ccc(CN(Cc2ccc(OC)cc2)S(=O)(=O)c2ccc(-n3cnnn3)c(C)c2)cc1
    3	-10	-1	-5	2.8	-4	i	2	i	1
Nc1c(N(CCC2=CCCCC2)C(=O)COc2ccc(F)cc2)c(=O)[nH]c(=O)n1Cc1ccccc1
    2	-10	1	9	-0.7	35	i	0	i	6
CCC1Oc2ccc(C)cc2N(CC(=O)N(Cc2ccc(C)o2)C2CCCC2)C1=O (stereo not drawn)
    1	-9	2	1	1.4	-5	i	-2	i	1
Cc1cccc2c(C(=O)N3CCN(C(=O)c4ccco4)CC3)cc(-c3cccc(Br)c3)nc12
    22	5	5	27	2.7	-5	i	-1	i	2
CCS(=O)(=O)NCCc1csc(-c2ccccc2)n1
    2	-6	-3	-1	-0.2	2	i	2	i	-3
Cc1ccc2c(c1)Cc1nc3ccccc3nc1-2
    0	-5	1	1	2.8	3	i	-2	i	-23
CN(Cc1ccccc1)C(=O)COC(=O)c1cc(=O)[nH]c2ccccc12
    0	-5	1	3	1.3	-1	i	-3	i	8
CC(Nc1nc(N2CCN(CCO)CC2)nc2ccccc12)c1ccccc1 (stereo not drawn)
    -2	4	-2	-1	11	-6	i	6	i	2
COCCCNCCOCCOc1ccc(C)cc1[N+](=O)[O-]
    -1	-2	4	3	-1.0	0	i	3	i	-1
Cc1ccc(C(=O)NCc2ccco2)cc1[N+](=O)[O-]
    -7	1	-5	3	0.0	-3	i	0	i	-8
C[N+]1(CC(=O)OCCCC2CCCCC2)CCCC1
    2	29	-2	3	-2.0	1	i	-1	i	30
CCOC(=O)Cc1nnc2c(Nc3ccccc3F)nc3nonc3n12
    3	8	-2	-5	0.1	0	i	3	i	-9
O=C1C=CC(O)C2(CO)OC12 (stereo not drawn)
    0	·	-1	-2	-1.3	21	i	5	i	4

# (further entries)
# Each structure is followed by: STEP block	Scp1 inh	CSN deneddyl inh	NadD inh	LMPTP inh	DNMT1 inh	Neddylation inh	Rin1 Abl inh	Rpn11 block	SUMO1 PPI mod
Cc1ccc(N2CCN(C(=S)Nc3ccccc3C)CC2)cc1
    3	8	0	-3	-0.5	2	i	-3	i	6
COc1ccc(NS(=O)(=O)c2cccc(C(=O)N/N=C(\C)c3ccncc3)c2)cc1
    3	-8	-3	-7	-1.6	-2	i	-2	i	-1
CC1CC(=O)C2=C(C1)Nc1ccccc1N=C2 (stereo not drawn)
    1	0	-6	-3	-0.2	-4	i	1	i	3
CN1CCN(S(=O)(=O)c2cccc(C(=O)Nc3cc(C(F)(F)F)ccc3N3CCCCC3)c2)CC1
    2	6	0	-7	-4.0	-4	i	1	i	-1
COc1ccc(NC(=O)c2ccc3nc[nH]c3c2)cc1
    2	2	2	-2	-0.7	1	i	1	i	6
COn1c(-c2ccc(C)cc2)nc2ncccc21
    -5	-16	1	-1	0.0	0	i	0	i	0
COc1ccc(Oc2c(C)oc3cc(OC(=O)N4CCOCC4)ccc3c2=O)cc1
    -6	-2	-3	-3	-1.9	1	i	5	i	1
COc1ccc(CCNC(=O)C(=O)NCC2OCCN2S(=O)(=O)c2cccs2)cc1 (stereo not drawn)
    1	-7	2	-1	0.0	-6	i	1	i	8
CSc1ccccc1NC(=O)c1ccc(N2CCCC2=O)cc1
    -2	-8	0	-1	-0.4	5	i	3	i	-4
N#Cc1cc([N+](=O)[O-])cnc1N(CCO)CCO
    2	-1	-2	-2	0.0	-4	i	0	i	-19
Cc1cc2c(=O)n(C)c(SCC(=O)Nc3ccc(F)cc3)nc2s1
    0	0	-5	0	-0.3	2	i	1	i	0
COc1ccccc1NCCC(=O)OCC(=O)NC1CCCC(C)C1C (stereo not drawn)
    0	-2	-1	-1	0.0	-1	i	-2	i	0
CCOc1ccc(NC(=O)CN(C)C(=O)c2cc(C)nc3ccccc23)cc1OCC
    0	5	-3	2	0.5	0	i	2	i	2
C/C(=N\Nc1ccc(Cl)c(C(=O)O)c1)c1cc2ccccc2o1
    -4	-7	6	-6	-2.3	4	i	0	i	3
CC1=C(C(=O)Nc2ccccc2C(=O)NCCCOC(C)C)SCCO1
    -1	3	0	-3	1.7	4	i	1	i	0
COc1ccc(C(=O)Oc2ccc(/C=N/NC(=O)c3ccccc3OC)cc2[N+](=O)[O-])cc1
    0	1	9	17	0.5	17	i	-4	i	-4
COC(=O)N(C)C[C@H]1OCc2cnnn2CCCC(=O)N([C@H](C)CO)C[C@H]1C
    -1	·	3	-4	-2.7	4	i	-1	i	4
COCCCNC(=O)c1cc(C(=O)c2ccccc2Br)c[nH]1
    0	-5	-2	-2	-1.4	2	i	1	i	-3
COC(=O)C1=C(NC(=O)c2cccc(OC)c2)CCS1
    0	-2	-5	-5	0.6	-2	i	1	i	-10
COc1cc(Cl)ccc1OCc1cc(C(=O)N2CCN(c3ccccn3)CC2)no1
    -1	-1	-1	3	2.4	-3	i	7	i	3
Brc1ccc(-c2nc(-c3ccccn3)no2)o1
    4	13	4	-6	-0.4	-1	i	3	i	-4
COc1ccc(Cl)cc1-n1c(N)c(C(N)=O)sc1=S
    0	-6	4	-1	-0.3	1	i	0	i	-16

# 3 entries out of the list above, sorted by their value in LMPTP inh, low to high:
structure	Scp1 inh	CSN deneddyl inh	NadD inh	LMPTP inh	DNMT1 inh	Neddylation inh	Rin1 Abl inh	Rpn11 block	SUMO1 PPI mod
CCc1nn(CC(=O)NCCCN(C)Cc2ccccc2)c(=O)c2cc3sc(C)cc3n12	-4	-3	4	-1.6	-1	i	0	i	-14
CC(C)CN1C(=S)SC(C)(C)C1n1oc(=O)n(-c2ccc(Cl)cc2)c1=O (stereo not drawn)	-7	2	-6	1.2	2	i	1	i	-1
Cc1cccc2c(C(=O)N3CCN(C(=O)c4ccco4)CC3)cc(-c3cccc(Br)c3)nc12	5	5	27	2.7	-5	i	-1	i	2
